Source: PubChem (National Center for Advancing Translational Sciences (NCATS))
Cycloheximide cs: counter-screen for Shiga toxin inhibitors: cycloheximide protein synthesis inhibition | cell reporter, cycloheximide protein synthesis inhibition counterscreen | max response, % | 12% of 300,000 active | AID 2314; in the data active = max response mostly above about 13%, no sharp cut-off; inactive = mostly below about 14%; also: read at 38.3 µM for the half of the compounds with a filed dose; 0% is about no effect
Pf growth 48h: inhibits P. falciparum growth in the first generation, 48 h; P. falciparum luciferase growth in erythrocytes, 48 h; 5.9% of 310,000 active; AID 504832; Potency, µM (top dose mostly 28.7 µM), without a hit: top-dose activity change, negative = inhibition, most hits filed as inhibitors; also: potency is read from the fitted curve at half-maximal effect; % is scaled to controls: 0 for no effect and ±100 for the full control effect
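Luminescence readout; reporter = integrated firefly luciferase in P. falciparum. RBC culture at 2% hematocrit, 0.1% parasitemia final, 37 C/5% CO2; decreased signal taken as growth inhibition.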
FBPA Giardia inh: blocks Giardia fructose-bisphosphate aldolase activity; 0.71% of 290,000 active; Potency, µM (series often up to 59.6 µM), without a hit: at the top dose activity, negative = inhibition, most hits filed as inhibitors; A8B2U2; AID 2451; purified Giardia FBPA; also: potency is read from the fitted curve at half-maximal effect; % is scaled to controls: 0 for no effect and ±100 for the full control effect; nearly all actives have a fitted effect of over 55% in size
Target sequence (A8B2U2 whole entry, looked up): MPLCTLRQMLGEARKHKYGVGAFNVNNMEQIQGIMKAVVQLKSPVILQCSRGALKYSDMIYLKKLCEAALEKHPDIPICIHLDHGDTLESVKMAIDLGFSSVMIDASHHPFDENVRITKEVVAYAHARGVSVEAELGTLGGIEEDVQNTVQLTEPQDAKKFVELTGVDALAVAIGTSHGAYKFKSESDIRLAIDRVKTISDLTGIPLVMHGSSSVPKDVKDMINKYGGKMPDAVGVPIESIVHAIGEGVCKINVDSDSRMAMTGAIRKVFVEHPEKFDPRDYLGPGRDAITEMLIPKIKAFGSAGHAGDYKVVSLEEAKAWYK
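Giardia FBPA (40 nM reagent) was preincubated 10 min at RT with compound (up to 57.5 uM final), then substrate plus GAPDH/TPI/NAD/arsenate coupling system with diaphorase/resazurin was added; resorufin fluorescence (525/598 nm) was read after 20 min.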
Pf growth 96h: P. falciparum growth inhibition at 96 hours | 6.9% of 320,000 active | Potency, µM (series often up to 28.7 µM), without a hit: at the highest dose activity change, negative = inhibition, actives largely listed as inhibitors | P. falciparum luciferase reporter growth, 96 h | AID 504834; also: potency is read from the fitted curve at half-maximal effect; % is scaled to controls: 0 for no effect and ±100 for the full control effect
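P. falciparum expressing integrated firefly luciferase grown in erythrocytes (2% hematocrit, 0.05% parasitemia final) with compounds for 96 hours at 37 C, 5% CO2. Growth inhibition read as loss of luminescence after adding luciferase detection reagent.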
Sm TGR inh: blocks Schistosoma mansoni thioredoxin glutathione reductase; Q962Y6; purified TGR, DTNB reduction, TNB absorbance 405 nm; Potency, µM (highest dose often 114 µM), for inactives: top-dose activity change, negative = inhibition, actives largely listed as inhibitors; 3% of 360,000 active; AID 485364; also: potency is read from the fitted curve at half-maximal effect; % is scaled to controls: 0 for no effect and ±100 for the full control effect; nearly all actives have a fitted effect of over 60% in size
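First, TGR (20 nM dispensed) and NADPH were mixed with compound. Second, a 15 min room-temperature incubation followed. Third, further NADPH and then DTNB were added to start the reaction. Finally, TNB absorbance was monitored kinetically.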
Shiga toxin inh: blocks Shiga toxin action in Vero cells; 9.2% of 290,000 active; inhibition, % at 38.7 µM; Vero cells, Shiga toxin protein synthesis inhibition reporter; in the data active = inhibition mostly above about 28%, no sharp cut-off; inactive = mostly below about 43%; also: 0% is about no effect
* marks the source's active call; other numbers are inactive results; ? = inconclusive; / = no result given; + = active, no number; [ ] = another dose, or the depositor's remark. Unless noted, calls follow the shape of the dose curve; as a rule, active = well fitted curve in the direction sought with a large enough effect; inconclusive = small, poorly fitted or top-dose-only effect, or another doubt; inactive = no such curve, though single readings can be large; an effect the other way counts as inactive or inconclusive. Compounds as they come, and some 24% of all compounds hit somewhere here.

SMILES	Cycloheximide cs	Pf growth 48h	FBPA Giardia inh	Pf growth 96h	Sm TGR inh	Shiga toxin inh
NS(=O)(=O)c1ccc(NC(=O)C2(c3ccccc3)CCCC2)cc1	2	14%	-5%	13%	-4%	1
COc1ccc(N(C(=O)C2COc3ccccc3O2)C(C(=O)NC2CCCCC2)c2ccccc2)cc1OC (stereo not drawn)	-3	7.4µM*	-11%	?	1%	8
CCn1c(SCC(=O)N2CCOCC2)nc2c([nH]c3ccccc32)c1=O	-3	?	7%	13µM*	4%	-4
C/C(=N\NC(=O)Cc1ccc(Cl)cc1)c1ccccn1	-1	1.5µM*	?	?	14%	13
Cc1csc2nc(CSc3nc4ccccc4o3)cn12	53*	0%	?	-27%	-9%	71*
CCN(CC)S(=O)(=O)c1cc(C)ccc1SC	-3	2%	-15%	?	-7%	-3
Cc1oc2nc(SCCCC(=O)NCCO)nc(N)c2c1C	-1	27%	3%	17%	-1%	-8
COc1ccc(OC)c(NC(=S)NCc2ccccc2OC)c1	-1	-22%	-4%	34%[activator]	/	-3
CCCN(CCC)S(=O)(=O)c1ccc(C)cc1	-2	6%	1%	80%[activator]	-21%	-6
CCOc1ccc(C(=O)NCC(=O)OCC(=O)N2CCCCC2)cc1	11	/	3%	39%[activator]	1%	-3
c1coc(Cn2c(SCc3nc4ccccc4[nH]3)nnc2-c2cnccn2)c1	-1	12%	-12%	?	?	4
CCC1(c2ccccc2)NC(=O)N(CC#N)C1=O (stereo not drawn)	0	15%	-1%	0%	0%	-4
Cc1ccnc2nc(C(=O)OCC(=O)N(CC(C)C)C3CCS(=O)(=O)C3)nn12 (stereo not drawn)	/	?	/	?	-2%	/
C=CCSC1=C(C#N)C(c2cccc(OC)c2)CC(=O)N1 (stereo not drawn)	2	-25%	-21%	18%	0%	-9
COc1ccc(CCNC(=O)Cc2ccc3c(c2)OCO3)cc1OC	1	0%	1%	1%	29%	10
CSc1nc(N)nc(SCC(=O)c2ccc(C)cc2)c1C#N	28*	85%[activator]	1%[12.9 µM]	?	?	+
O=C(OCc1ccc([N+](=O)[O-])cc1)c1ccc(N2CCCC2)c([N+](=O)[O-])c1	-3	20%	0%	-16%	2%	-5
Cc1cc(CNC(=O)C2(C(F)(F)F)C/C(=C\Cc3ccccc3)CCCO2)nn1C (stereo not drawn)	-2	/	5%	/	/	-4
COC1CCN(Cc2c(C(=O)N3CCc4ccccc4C3)nc3ccc(Cl)cn23)CC1	-2	?	/	-2%	-36%	-2
COc1cccc(NC(=O)CSc2ccc3nnc(CCNC(=O)c4ccccc4)n3n2)c1	10	-23%	-3%	10µM*	-2%	-8
O=C(c1ccc(C(F)(F)F)cc1)N1CCN(S(=O)(=O)c2ccc3c(c2)OCCCO3)CC1	0	19%	/	-26%	0%	-17
O=C(Nc1ccc(NC(=O)c2cc([N+](=O)[O-])ccc2N2CCOCC2)cc1)c1cccs1	6	-4%[5.75 µM]	-4%	-5%	0%	-8
O=S(=O)(Cc1ccccc1)N1CCN(C2Cc3ccccc3C2)CC1	-2	6%	2%	-4%	0%	10
Cc1cc(NC(=O)CCC(=O)N(CC(=O)NC2CCCC2)c2ccc3c(c2)OCCO3)no1	-4	17%	5%	-25%	7%	2
COc1ccc(CNC(=O)C(c2ccc(C)cc2)N(Cc2cccs2)C(=O)c2ccc3c(c2)OCCO3)cc1 (stereo not drawn)	3	?	-2%	20%	-7%	-10
CN(C)CCOC(=O)c1ccc2[nH]c3c(c2c1)CSCC3	1	-1%	-20%	16%	?	-8
O=C(NCc1ccccc1)c1ccc(CN(c2ccccn2)S(=O)(=O)c2ccccc2)cc1	-2	?	1%	?	-2%	-13
CC(C)(C)OC(=O)NNC(=O)C12CC3CC(CC(C3)C1)C2	5	?	4%	?	29%	-4
Cc1ccc2nc(-c3ccccn3)cc(C(=O)N3CCN(c4ncccn4)CC3)c2c1	-2	22%	-3%	2.6µM*	-9%	-3
COCCn1c(=O)[nH]c2cc(C(=O)N3CCN(c4cccc(C(F)(F)F)c4)CC3)ccc2c1=O	-7	?	0%	12µM*	2%	-13
Cc1ccccc1C1NC(c2ccccc2C)C([N+](=O)[O-])C(C)(C)C1[N+](=O)[O-] (stereo not drawn)	1	?	-9%	?	31%	3
CC(=O)Nc1nc(C2COc3ccccc3O2)cs1 (stereo not drawn)	32*	184%[activator]	-8%	239%[activator]	4%	50*
Cc1cc(C)nc(SCc2csc(N)n2)n1	28*	45%[activator]	-15%	-61%	?	64
CCOc1ccc(/C=N/OCC(=O)NC(c2ccccc2)c2ccccc2)cc1	5	7.4µM*	-1%	9.3µM*	7%	21
CCn1ccnc1CN1CCc2c([nH]c3ccccc23)C1CC(C)C (stereo not drawn)	-1	?	-1%	?	-3%	-9
O=C(NC1CCCc2ccccc21)c1ccc(Br)cc1 (stereo not drawn)	9	11%	-7%	-29%	4%	19
Cc1[nH]n(C2=NCCS2)c(=O)c1N=Nc1cccc(C(F)(F)F)c1	1	0%	-5%	?	/	5
CCOC(=O)C1CCN(Cc2ccc(F)c(F)c2)CC1	-3	/	-20%	28%	4%	-17
CCC(Sc1nc(C)cc(=O)[nH]1)C(=O)Nc1ccc(Cl)cn1 (stereo not drawn)	1	/	-15%	-11%	1%	1
CN(C)c1nc(SCCOC(=O)COc2ccc(Cl)cc2Cl)nc(N(C)C)n1	-5	10%	1%	34%[activator]	0%	-1
CC(C)(C)n1nnnc1C(c1cccs1)N(Cc1cccnc1)Cc1ccccc1Cl (stereo not drawn)	4	2.9µM*	3%	110%[activator]	2%	6
Cc1ccc(COc2ccccc2-c2cc(C(=O)N/N=C/c3cccnc3)[nH]n2)cc1	0	-1%	5%	?	5%	-8
Nc1nc2n(n1)C(=O)CC(c1ccc(Cl)cc1)N2 (stereo not drawn)	-1	88%[activator]	7%	-20%	-11%	17
Cc1cccc(NC(=O)C(C)Sc2nnc(-c3cccnc3)o2)c1 (stereo not drawn)	/	172%[activator]	/	181%[activator]	-5%	/
CCC(C)C(NC(=O)OC(C)(C)C)C(=O)NC1COC2CC(n3ccc(NC(C)=O)nc3=O)OC12 (stereo not drawn)	-7	/	3%	/	/	-5

Copied from the list.
Cc1ccccc1C1NC(c2ccccc2C)C([N+](=O)[O-])C(C)(C)C1[N+](=O)[O-] (stereo not drawn) in Sm TGR inh has 31%
CCOC(=O)C1CCN(Cc2ccc(F)c(F)c2)CC1 in FBPA Giardia inh has -20%
CC(C)(C)n1nnnc1C(c1cccs1)N(Cc1cccnc1)Cc1ccccc1Cl (stereo not drawn) in Sm TGR inh has 2%

Next section:
SMILES	Cycloheximide cs	Pf growth 48h	FBPA Giardia inh	Pf growth 96h	Sm TGR inh	Shiga toxin inh
C/C(=N\NC(=O)c1ccc(CN2CCOCC2)cc1)c1ccc(NC(=O)c2ccccc2)cc1	41*	261%[activator]	0%	39%[activator]	1%	63*
CCOC(=O)N1CCC(NC(=O)c2cn(-c3ccc(OC)cc3)c(=O)c3ccccc23)CC1	-3	?	2%	17%	1%	-4
CCCCCC(/C=N/Nc1ccc(S(=O)(=O)N2CCOCC2)cc1[N+](=O)[O-])=C\c1ccccc1	-3	?	-7%	/	-10%	-14
Cc1cc(NCCOCCO)n2c(nc3ccccc32)c1C#N	4	?	-14%	1.9µM*	0%	-14
CCOc1ccc(S(=O)(=O)NCCC(=O)NCC2CCCO2)cc1 (stereo not drawn)	/	4%	/	24%	0%	/
CCOc1ccc(NC(=O)c2ccccc2NC(=O)c2cccnc2)cc1	-2	-19%	-5%	?	-4%	-5
NC1=NC(=O)C2(COC(c3cccc([N+](=O)[O-])c3)OC2)S1 (stereo not drawn)	-1	6%	7%	47%[activator]	-8%	18
COc1ccc(C(=O)c2c(-c3ccc(OC)cc3)oc3ccccc23)cc1	/	?	/	?	1%	/
COc1ccc(Cl)cc1NS(=O)(=O)c1ccc2c(c1)NC(=O)CCS2	-1	17%	-13%	7.4µM*	0%	10
CSc1ccc(S(=O)(=O)NCC(=O)OCC(=O)N2CCCC2=O)cc1[N+](=O)[O-]	/	0%	/	20%	-11%	/
Cc1[nH]c2ccccc2c1/C=N/NC(=O)CNC(=O)c1ccccc1	4	6%	-1%	50%[activator]	-3%	-7
Cc1c(O)ccoc1=O	1	22%	-19%	69%[activator]	-11%	-9
Cc1ccc(OCC(=O)NCCN2CCCC2)cc1	-3	-3%	-11%	/	1%	-8
NS(=O)(=O)c1ccc(CCNCc2cc(Cl)ccc2OCc2ccccc2)cc1	-3	?	?	?	16%	-5
C=CCn1c(SCC(=O)NCc2ccco2)nc2sc3c(c2c1=O)CCC3	-4	/	1%	-6%	-5%[11.4 µM]	54
COC(=O)CN1CCN(C(c2ccccc2)c2ccccc2)CC1	-2	-5%	5%	5%	45µM*	-15
O=C(Nc1ccc(S(=O)(=O)Nc2nccs2)cc1)c1ccc(S(=O)(=O)N2CCOCC2)cc1	-2	?	5%	?	2%	-7
Cc1nnc(NC(=O)CSc2nnc(-c3ccccc3)n2C)s1	-5	?	-5%	2%	/	2
Cc1nc(C)c(C(=O)NNC(=O)Nc2ccc(Cl)cc2)s1	2	8%	2%	33%[activator]	14%	-15
CN1CCN(C(=O)CN(C)S(=O)(=O)c2ccc(F)cc2)CC1	-3	7%	-2%	10%	-1%	38*
O=C(NCCCn1ccnc1)C1CC(c2ccccc2Cl)=NO1 (stereo not drawn)	-5	5%	-1%	53%[activator]	24%	15
Cc1cccc(-c2noc(CCC(=O)NCCc3ccccc3)n2)c1	3	31%[activator]	7%	?	8%	26
CCN(CC(=O)NCc1cccs1)C(=O)c1cccc(S(=O)(=O)Nc2ccccc2OC)c1	-1	-1%	/	15%	-33%	26
COc1ccccc1-c1noc(CCCC(=O)NC2CCCCC2)n1	-5	-28%	-7%	9%	-2%	5
O=C(CSc1ccc2c(c1)OCCO2)Nc1ccc(Br)cc1	-1	38%[activator]	-4%	69%[activator]	-22%	-32
O=C(CCC(=O)N(c1ccccc1)C(C(=O)NC1CCCC1)c1ccncc1)Nc1cccnc1 (stereo not drawn)	-5	2%	-15%	?	-1%	-4
CCCCn1c(=O)[nH]c(=O)c2c1nc(-c1ccsc1)n2Cc1ccccc1	-3	?	3%	/	-6%	1
N#CCC(=O)N/N=C/c1cc([N+](=O)[O-])ccc1N1CCOCC1	2	?	6%	461%[activator]	0%	-14
CCc1nnc(NC(=O)C2CC(=O)N(CCc3ccccc3)C2)s1 (stereo not drawn)	16	-11%	-12%	?	-13%	13
CCCC(=O)Nc1ccc(S(=O)(=O)Nc2cc(OC)nc(OC)n2)cc1	-2	4%	?	23%	5%	-8
CC(C)NC(=O)c1c(CSc2ccc(Cl)cc2)noc1C(=O)NCc1ccccc1	/	-94%	/	?	?	/
CS(=O)(=O)c1ccccc1C(=O)Nc1cccc(-c2nc3ccccc3o2)c1	23*	14%	-1%	10%	0%	12

Record cards, from the list above.
Shown for `CCCCn1c(=O)[nH]c(=O)c2c1nc(-c1ccsc1)n2Cc1ccccc1` → Cycloheximide cs: -3; Pf growth 48h: ?; FBPA Giardia inh: 3%; Pf growth 96h: /; Sm TGR inh: -6%; Shiga toxin inh: 1
Shown for `O=C(CSc1ccc2c(c1)OCCO2)Nc1ccc(Br)cc1` → Cycloheximide cs: -1; Pf growth 48h: 38%[activator]; FBPA Giardia inh: -4%; Pf growth 96h: 69%[activator]; Sm TGR inh: -22%; Shiga toxin inh: -32
Shown for `COc1ccccc1-c1noc(CCCC(=O)NC2CCCCC2)n1` → Cycloheximide cs: -5; Pf growth 48h: -28%; FBPA Giardia inh: -7%; Pf growth 96h: 9%; Sm TGR inh: -2%; Shiga toxin inh: 5
